Screens as filed in PubChem.
NOD1 inhibition: NOD1 signaling inhibitors, primary screen, cell-based, luminescence, uHTS (AID 1578) | inhibition, % at 4 µM, or EC50 in µM where a hit was titrated | actives 1% (n = 290,000) | NOD1-driven NF-kB luciferase reporter cells, luminescence; higher % means a stronger effect; in the data active = inhibition mostly above about 36%, no sharp cut-off; inactive = mostly below about 34%;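 note: HEK-293T reporter cells stimulated with the NOD1 agonist gamma-tri-DAP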
TNAP activation fold: stimulation of alkaline phosphatase TNAP activity – biochemical, luminescent, no phosphate acceptor, uHTS, primary screen (AID 1001); actives 0.03% (n = 200,000); one-dose activation fold at 20 µM; EC50 in µM for titrated hits; purified TNAP, luminescent activation assay, no phosphate acceptor; higher activation fold means a stronger effect; in the data active = activation fold from about 3, or a potency from the dose series; inactive = the rest, 99 in 100 with activation fold below about 1.6; note: many of its hits are not listed in these tables
PMI inhibition: MPI inhibition at elevated mannose 6-phosphate – biochemical, fluorescence intensity, high mannose 6-phosphate, primary screen (AID 1220). recombinant PMI enzyme, coupled fluorescence intensity; higher % means a stronger effect. one-dose inhibition, % at 20 µM; IC50 in µM for titrated hits. actives 0.66% (n = 190,000)
LYP inhibition: PTPN22 lymphoid phosphatase activity blockers – biochemical, fluorescence intensity, uHTS (AID 1779). recombinant LYP phosphatase, fluorescence intensity; higher % means a stronger effect. inhibition, % at 11.5 µM, or IC50 in µM where a hit was titrated. actives 0.054% (n = 290,000);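 note: plate controls were vehicle with enzyme for no effect and no enzyme for full effect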
XIAP displacement: small molecules displacing peptide from XIAP – biochemical, IAP family, fluorescence polarization (AID 1018) | XIAP BIR domain, fluorescence polarization peptide displacement; higher % means a stronger effect | displacement, % at 20 µM, or IC50 in µM where a hit was titrated | actives 0.007% (n = 200,000); in the data active = displacement above about 50%; note: a part of the inactive calls stands beside numbers as strong as those of hits
NOD2 inhibition: inhibition of NOD2-driven NF-kB reporter – cell-based, luminescence, uHTS, HEK293 (AID 1566) | HEK293 NOD2/NF-kB luciferase reporter, luminescence; higher % means a stronger effect | inhibition, % at 4 µM; hits with a dose series show EC50 in µM | actives 0.63% (n = 290,000); note: many of its hits are not listed in these tables
human PMI inhibition: MPI enzyme activity inhibition – biochemical, fluorescence intensity, coupled assay, primary screen (AID 1209) | actives 0.42% (n = 190,000) | purified PMI enzyme, coupled fluorescence intensity; higher % means a stronger effect | inhibition, % at 20 µM, or IC50 in µM where a hit was titrated;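 note: plate controls were DMSO vehicle for no effect and wells lacking substrate for full effect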
KOR beta-arrestin-1: kappa opioid receptor activators – cell-based, luminescence, uHTS, primary screen (AID 1777); KOR beta-arrestin recruitment, luminescence; higher % means a stronger effect; activation, % at 10 µM; hits with a dose series show EC50 in µM; actives 0.02% (n = 280,000); in the data active = activation above about 50%, passing the limit was not always enough; note: a part of the inactive calls stands beside numbers as strong as those of hits
KOR beta-arrestin-2: kappa opioid receptor blockers – cell-based, luminescence, uHTS (AID 1778); actives 0.091% (n = 290,000); one-dose inhibition, % at 10 µM; IC50 in µM for titrated hits; KOR beta-arrestin recruitment, luminescence, antagonist mode; higher % means a stronger effect; note: strong numbers were not always called active
An asterisk follows results filed as active; / = no result given; [ ] = remark or other dose. Cut-off read from the data, not from the text of the source, unless noted: active = inhibition above about 50%; inactive = the rest.

structure	human PMI inhibition	PMI inhibition	LYP inhibition	NOD1 inhibition	KOR beta-arrestin-2	KOR beta-arrestin-1	NOD2 inhibition	TNAP activation fold	XIAP displacement
C=CCNc1nc(Cl)nc(Nc2ccccc2)n1	/	/	-6.0%	-46.4%	-37.9%[20 µM]	-4.9%	-3.5%	/	/
O=c1oc2ccccc2n1CSC1=NCCS1	-4.6%	2.3%	-5.7%	-2.4%	-22.2%	3.1%	-9.3%	1.1	-3.9%
CN1CCN(C(=O)N2c3ccccc3C=Cc3ccccc32)CC1	-3.5%	0.9%	-3.6%	-16.1%	-2.5%	-1.7%	-10.8%	1.1	-2.9%
COCCn1nnnc1CN1C2CCCC1CC(NC(C)=O)C2 (configuration not stated)	1.6%	-3.4%	-6.3%	-16.8%	32.4%	3.6%	-7.2%	1.1	-5.1%
COc1ccc(CNCCNC(=O)c2cccs2)cc1OC	8.6%	5.6%	-6.0%	-15.1%	-25.9%	-0.2%	12.8%	1	-2.9%
CCOc1ccc2nc(SCC(=O)NCc3ccc(S(N)(=O)=O)cc3)sc2c1	/	/	0.2%	-24.8%	-16.2%	-0.7%	-4.7%	/	/
C=CCOC(=O)C1=C[C@@H](c2ccc3c(c2)OCO3)C[C@@H](OCc2ccc(CO)cc2)O1	11.9%	20.0%	-2.2%	-32.1%	8.5%	2.7%	-13.6%	1	-7.7%
CCn1cc(C(=O)O)c(=O)c2cnc(N3CCN(C(=S)Nc4ccc(F)cc4)CC3)nc21	/	/	-2.1%	-3.2%	19.9%	/	8.2%	/	/
Cc1cnc(C(=O)N2CCCC(C(=O)c3cccc(OC(C)C)c3)C2)cn1 (configuration not stated)	4.2%	3.7%	-5.5%	-10.9%	-8.9%[20 µM]	-3.6%	1.3%	1.1	-1.7%
COC(=O)[C@H]1C[C@@H]1[C@H](NC(=O)c1ccccc1)c1ccccc1	-18.1%	-15.6%	-6.9%	24.4%	-16.4%	4.9%	23.5%	1	-6.1%
O=C(CCC(=O)c1cccs1)Nc1ccccc1F	-3.1%	0.4%	-3.3%	7.7%	-8.6%	-1.1%	1.1%	1.1	-1.9%
Cc1ccc(C(=O)Nc2nc3ccc(S(C)(=O)=O)cc3s2)o1	3.5%	0.6%	-0.1%	-9.2%	-17.2%	8.9%	6.7%	1.1	-5.4%
CCCCN1C(=O)C(C)=C(C)C1OCCc1ccc(OC)c(OC)c1 (configuration not stated)	/	/	-10.3%	-21.4%	-19.2%[20 µM]	-2.3%	6.5%	/	/
CCOP(=O)(OCC)c1nc(-c2ccc(Cl)cc2Cl)oc1N1CCCCC1	4.3%	8.6%	-0.1%	-37.7%	-0.6%	-1.2%	8.1%	1.1	-4.8%
C/C(Cc1ccccc1)=N\NC(=O)CNC(=O)c1cccc(F)c1	/	/	-8.6%	-15.9%	-12.3%	-0.4%	5.5%	/	/
CCCCC(=O)Nc1ccc(C(=O)NNC(=O)c2ccc(C)c(Br)c2)cc1	7.3%	6.7%	-12.1%	-7.0%	0.7%	0.8%	9.1%	1.4	0.2%
CN(C)S(=O)(=O)c1cccc(C(=O)NCC2(N3CCOCC3)CCCCC2)c1	/	/	-5.8%	-5.8%	3.8%	2.6%	-4.7%	/	/
Cc1cccc(OC(C)C(=O)N/N=C\c2ccncc2)c1 (configuration not stated)	-9.5%	-6.0%	-6.2%	-10.5%	-25.0%	0.7%	-10.1%	1	-4.2%
O=S(=O)(O)c1nc2ccccc2n1Cc1ccccc1	2.2%	0.0%	-5.0%	82.8%*	-44.8%	2.7%	14.3%	1.1	-2.9%
CN(Cc1ccccc1)c1ccc(S(=O)(=O)N2CCC(C(=O)O)CC2)cc1[N+](=O)[O-]	10.7%	10.6%	-8.5%	-26.9%	-5.7%	-3.9%	10.1%	1	-6.1%
COCCOC(=O)c1c(C)n(C)c2ccc(OC(=O)c3c(OC)cccc3OC)cc12	/	/	0.9%	-4.8%	-40.2%	-4.7%	19.5%	/	/
Cc1ccc(-c2ccnc(=S)[nH]2)cc1	7.4%	8.9%	2.3%	/	-32.3%	3.6%	-17.2%	1	-16.2%
C=CCOc1cccc(C2/C(=C(/O)c3ccc(C)cc3)C(=O)C(=O)N2CCN2CCOCC2)c1 (configuration not stated)	-19.2%	-64.5%	-5.3%	39.1%	-29.2%	6.0%	-2.9%	1	-3.9%
CC(=O)Nc1nc(-c2ccc3c(c2)CC(C)N3C(=O)C2CC2)c(C)s1 (configuration not stated)	/	/	2.1%	19.2%	-20.0%	0.5%	-15.3%	/	/
Cc1occc1C(=O)NNC(=O)Nc1ccc(F)cc1F	15.4%	5.9%	-3.8%	-6.5%	13.1%	-2.0%	15.6%	1.4	-7.1%
CN(C)c1ccc(C(=O)NNC(=O)Nc2ccccc2)cc1	1.7%	1.4%	2.2%	-35.4%	18.2%	-5.8%	6.5%	1	-4.1%
COc1ccc(CNC(=O)CCn2nc(C)c3c(C)n(-c4ccccc4)nc3c2=O)c(OC)c1	/	/	-5.0%	-20.2%	-65.7%	6.5%	15.4%	/	/
C=CCNC(=O)c1onc(CSc2cc(C)ccc2C)c1C(=O)O	0.8%	2.8%	-2.5%	-42.2%	-8.0%	0.4%	-56.0%	1.1	-2.8%
CC(C)CC(=O)NC(NC(=S)Nc1cccc2cccnc12)C(Cl)(Cl)Cl (configuration not stated)	13.0%	19.9%	0.0%	22.4%	9.7%	-1.5%	7.7%	1.1	-3.3%
O=C(CSc1cn(Cc2cccc(F)c2)c2ccccc12)NCc1ccc(F)cc1	-7.9%	-2.3%	2.1%	-14.4%	-39.3%	1.1%	4.4%	1	-17.3%
COc1ccc(C(=O)Cn2c(=O)oc3ccc(C)cc32)cc1	/	/	-5.9%	-16.5%	15.5%	-0.5%	-3.9%	/	/
CN(C)CCNc1nc(-c2ccco2)c2c(c1C#N)CC(C)(C)OC2	0.5%	5.1%	1.2%	-13.2%	14.1%	-3.4%	-8.2%	1	-13.2%
O=S(=O)(/N=C(/Nc1cccc2ccccc12)c1ccccc1)c1ccc(F)cc1	/	/	-4.5%	-18.2%	-37.7%	-3.4%	11.9%	/	/
COCCSc1nc(N)c(NC(=O)c2ccco2)c(=O)[nH]1	/	/	-2.7%	-25.7%	-0.3%	3.9%	-1.0%	/	/
CSc1ccccc1C(=O)Nc1cc2c(cc1C(=O)O)OCCCO2	/	/	-3.4%	-2.6%	-1.2%	0.9%	-18.2%	/	/
Cc1c(NCc2cc(Cl)cc(Cl)c2O)c(=O)n(-c2ccccc2)n1C	-5.8%	-2.2%	3.9%	5.7%	22.8%	-1.1%	7.8%	0.9	-5.1%
COc1ccc(N=C(C)C2=C(O)c3ccccc3C2=O)cc1	-2.2%	6.3%	5.4%	-65.9%	-8.4%	0.0%	-123.8%	1	-16.1%
CC(C)(C)NC(=O)C(Cc1ccccc1)NS(=O)(=O)c1ccc2c(c1)CCC(=O)N2 (configuration not stated)	-1.7%	-0.1%	-3.4%	/	5.7%	-0.2%	5.2%	1.1	-2.5%
O=C(CCSCCc1ccccn1)Nc1c(F)cc(F)cc1Br	4.1%	-5.1%	-4.3%	9.6%	27.4%	6.2%	17.0%	1.1	-6.4%
O=C(Nc1ccc(Cl)cn1)c1cc2c(s1)-c1ccccc1OC2	/	/	-10.1%	-4.5%	6.2%	10.6%	10.7%	/	/
N#CC1=C2SCN(Cc3ccco3)CN2C(=O)CC1c1c(F)cccc1Cl (configuration not stated)	-3.1%	-26.5%	0.4%	-2.2%	6.1%	-8.7%	15.5%	1.1	-6.1%
O=C(Nc1ccc2c(c1)OCO2)C1CCN(S(=O)(=O)c2cccs2)CC1	1.0%	12.8%	-9.3%	-3.6%	-13.2%	6.8%	-33.1%	1	-2.6%
OCCNCCCCOc1ccc(F)cc1	-9.9%	-7.8%	-5.9%	-3.2%	-23.7%	0.8%	-0.3%	1	-1.8%
Cc1cc(C)nc(SCc2nc3nc(C)cc(C)n3c2Br)n1	-1.5%	-5.5%	-10.8%	-40.6%	13.4%	-1.3%	5.2%	1.1	-4.6%
CCCCCCN(C(=O)CCCCCN1C(=O)NC(c2ccc(-c3ccccc3)cc2)C(C(=O)OCc2ccccc2)=C1C)C(C)C(=O)NCCCC (configuration not stated)	14.5%	18.0%	9.8%	-20.8%	-8.6%	0.7%	4.2%	1.2	-1.7%
Cc1nc2ccccc2c(=O)n1CCCN1CCOCC1	/	/	-6.3%	-12.1%	-2.6%	1.7%	-4.4%	/	/
COc1ccc(/C(O)=C2/C(=O)C(=O)N(CCN(C)C)C2c2ccc(C)cc2)cc1Cl (configuration not stated)	-7.6%	-14.5%	-5.1%	-5.9%	-3.6%	0.8%	-8.8%	1.1	-5.5%
O=C(Cn1cc(C(=O)COc2ccccc2)c2ccccc21)NCc1ccco1	9.2%	2.7%	5.0%	-16.1%	11.5%	3.9%	-10.7%	1.1	-55.4%
O=C(OCC(O)COC(=O)c1cccnc1)c1cccnc1	/	/	-3.8%	-8.4%	23.2%	0.8%	8.7%	/	/
COC(=O)c1ccc(CNC(=O)COC(=O)COc2ccc(OC)cc2)cc1	4.1%	10.5%	-8.9%	-2.9%	-6.7%	-0.5%	6.7%	1.1	-6.3%
Cc1nc(SCC(N)=O)c([N+](=O)[O-])[nH]1	3.9%	5.1%	-6.3%	-14.7%	25.7%	-5.5%	12.7%	1	-6.0%
CN(C)CCC(c1ccccc1)c1ccccn1 (configuration not stated)	2.3%	4.3%	-2.7%	-36.1%	-53.0%	4.5%	13.0%	1.1	-3.9%
O=C(O)c1cc(-c2ccccn2)n[nH]1	-18.2%	2.4%	-1.0%	-6.5%	-10.1%	22.6%	9.5%	1.1	4.2%
CN(C)c1ccc(C2OC(=O)C3(CCCC3)C(=O)C2(C)C)cc1 (configuration not stated)	21.5%	8.2%	-2.6%	-22.9%	-16.3%	5.8%	-11.8%	1.1	-3.9%
Cc1ccc(NC(=S)NNC(=O)CCn2cc(C)cn2)cc1	10.2%	2.8%	1.3%	-32.5%	-14.0%	3.9%	12.7%	1.3	-4.6%
O=C(CSC1CS(=O)(=O)c2cc([N+](=O)[O-])ccc21)NNC(=O)c1ccccc1 (configuration not stated)	/	/	-8.0%	-6.6%	22.8%	-2.0%	4.0%	/	/

A draw from above in order of SMILES length, ascending:
structure	human PMI inhibition	PMI inhibition	LYP inhibition	NOD1 inhibition	KOR beta-arrestin-2	KOR beta-arrestin-1	NOD2 inhibition	TNAP activation fold	XIAP displacement
O=C(Cn1cc(C(=O)COc2ccccc2)c2ccccc21)NCc1ccco1	9.2%	2.7%	5.0%	-16.1%	11.5%	3.9%	-10.7%	1.1	-55.4%
O=C(Nc1ccc2c(c1)OCO2)C1CCN(S(=O)(=O)c2cccs2)CC1	1.0%	12.8%	-9.3%	-3.6%	-13.2%	6.8%	-33.1%	1	-2.6%
COc1ccc(/C(O)=C2/C(=O)C(=O)N(CCN(C)C)C2c2ccc(C)cc2)cc1Cl (configuration not stated)	-7.6%	-14.5%	-5.1%	-5.9%	-3.6%	0.8%	-8.8%	1.1	-5.5%

Not all compounds are listed; count on the stated rates, not on these rows.
